D2 ag – HTS Assay for Allosteric Agonists of the Human D2 Dopamine Receptor: Primary Screen for Agonists; activation, % at 2 µM; HEK293 T-REx D2 cells, calcium flux agonist mode; D(2) dopamine receptor (Homo sapiens), P14416; AID 485358, 2010; 340,000 compounds, 0.53% hits;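 active = activation over 3 SD above normal in the single-dose calcium agonist read, cut at about 30% in these data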; also: 0% is about no effect
Target sequence (P14416 whole entry, looked up): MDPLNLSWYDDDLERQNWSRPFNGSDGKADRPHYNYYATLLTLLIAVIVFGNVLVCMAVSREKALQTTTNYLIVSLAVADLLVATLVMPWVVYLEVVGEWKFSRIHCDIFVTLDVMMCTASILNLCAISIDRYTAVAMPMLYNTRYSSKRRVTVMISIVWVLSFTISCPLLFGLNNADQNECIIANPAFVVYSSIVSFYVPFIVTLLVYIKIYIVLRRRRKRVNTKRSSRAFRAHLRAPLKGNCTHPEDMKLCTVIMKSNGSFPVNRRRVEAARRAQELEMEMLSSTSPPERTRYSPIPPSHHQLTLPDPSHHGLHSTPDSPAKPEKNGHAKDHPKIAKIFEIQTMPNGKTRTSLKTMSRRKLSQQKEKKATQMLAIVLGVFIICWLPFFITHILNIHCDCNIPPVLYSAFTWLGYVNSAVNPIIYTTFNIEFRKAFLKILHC
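Agonism is scored from calcium flux in a force-coupled, inducible HEK293 cell line expressing D2, read kinetically for 180 s after compound addition against dopamine controls.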
D1 antagonist – Antagonist of Human D 1 Dopamine Receptor: qHTS. D(1A) dopamine receptor (Homo sapiens), P21728. activity change, negative = inhibition, % at 10 µM. AID 504652, 2011. HEK293 TREx D1 cells, calcium flux, dopamine EC80; active compounds read low. 360,000 compounds, 3.2% hits; in the data active = activity change below about -30%; also: % is scaled to controls: 0 for no effect and ±100 for the full control effect
Target sequence (P21728 whole entry, looked up): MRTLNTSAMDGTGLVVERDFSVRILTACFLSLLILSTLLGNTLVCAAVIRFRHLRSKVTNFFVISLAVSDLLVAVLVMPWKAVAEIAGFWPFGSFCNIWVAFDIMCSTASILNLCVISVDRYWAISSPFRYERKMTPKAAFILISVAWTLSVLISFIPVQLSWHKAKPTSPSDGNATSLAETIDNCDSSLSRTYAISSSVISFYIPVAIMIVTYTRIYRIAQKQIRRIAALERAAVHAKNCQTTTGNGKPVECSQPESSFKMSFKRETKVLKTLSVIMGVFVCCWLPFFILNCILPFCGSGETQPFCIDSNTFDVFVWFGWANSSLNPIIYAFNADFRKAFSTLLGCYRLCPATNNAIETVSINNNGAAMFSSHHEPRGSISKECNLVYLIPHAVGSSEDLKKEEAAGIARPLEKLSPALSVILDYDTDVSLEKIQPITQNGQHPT
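HEK293 T-REx cells expressing inducible, force-coupled D1 receptor; no-wash Ca dye, 30–90 min RT. Cmpd → 180 s read at 1 Hz → EC80 DA → 180 s read.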
RXFP1 ag – qHTS Assay for Agonists of the Relaxin Receptor RXFP1; 370,000 compounds, 0.3% hits; Relaxin receptor 1 (Homo sapiens), Q9HBX9; Potency, µM (top dose mostly 57.5 µM), for inactives: top-dose activation, actives largely listed as activators; HEK293T-RXFP1 cAMP TR-FRET, 30 min; response scale: percent of porcine relaxin response, buffer zero; active = well fitted activation curve with a large enough effect; inconclusive = small, poorly fitted or top-dose-only effect; also: potency is read from the fitted curve at half-maximal effect; % is scaled to controls: 0 for no effect and ±100 for the full control effect; nearly all actives have a fitted effect of over 60% in size; many of its hits are not listed in these tables
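HEK293T cells stably expressing RXFP1 were pretreated with the PDE4 inhibitor Ro 20174, exposed to compounds for 30 min at 37C, lysed, and cAMP was read by TR-FRET. Data normalized to buffer (basal) and 29 nM porcine relaxin (100%).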
D2 antagonist – HTS Assay for Allosteric Antagonists of the Human D2 Dopamine Receptor: Primary Screen for Antagonists | D(2) dopamine receptor (Homo sapiens), P14416 | HEK293 TREx D2 cells, calcium flux, dopamine EC80 | inhibition, % at 10 µM | 340,000 compounds, 2% hits | AID 485344, 2010; in the data active = inhibition above about 30%; also: 0% is about no effect
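Dopamine at EC80 is the agonist stimulus; test compounds precede it by 180 s. Calcium flux read kinetically in a force-coupled, inducible HEK293 T-REx D2 cell line.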
TRHR PAM – qHTS for Small Molecule Agonists and Allosteric Enhancers of Human TRH Receptor: Primary Screen for Enhancers. Thyrotropin-releasing hormone receptor (Homo sapiens), P34981. TRHR cells, fluo-8 calcium fluorescence, EC20 TRH enhancement. enhancement, % at 2 µM. 360,000 compounds, 0.66% hits. AID 493056, 2011; in the data active = enhancement above about 30%; also: 0% is about no effect
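Enhancer read-out: after compound pinning and an initial kinetic agonist-mode read, an EC20 of TRH (10 nM final) was injected and fluo-8 calcium signal (Ex 480/Em 530) followed at 1 s/cycle for 100 cycles in TRHR-expressing cells.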
D1 PAM – Potentiators of Human D1 Dopamine Receptor: qHTS | potentiation, % at 10 µM | HEK293 TREx D1 cells, calcium flux, dopamine EC20 potentiation | D(1A) dopamine receptor (Homo sapiens), P21728 | 360,000 compounds, 0.036% hits; in the data active = potentiation above about 30%; also: 0% is about no effect
RXFP1 antagonist – qHTS Assay for Antagonists of the Relaxin Receptor RXFP1 | HEK293-RXFP1, relaxin-stimulated cAMP HTRF, 30 min; active compounds read low | activity change, negative = inhibition, % at 57.5 µM | 350,000 compounds, 0.59% hits | Relaxin receptor 1 (Homo sapiens), Q9HBX9;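 active = activity change of -60% or lower, but not beyond a set lower limit; inconclusive = change between -60% and -40%, or beyond the set limit; inactive = change above -40%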; also: % is scaled to controls: 0 for no effect and ±100 for the full control effect
D2 potentiator – HTS Assay for Positive Allosteric Modulators of the Human D2 Dopamine Receptor: Primary Screen for Potentiators; 340,000 compounds, 0.34% hits; D(2) dopamine receptor (Homo sapiens), P14416; HEK293 T-REx D2, calcium flux, EC20 dopamine potentiation; potentiation, % at 10 µM;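 active = potentiation over 3 SD above the plate norm, cut at about 30% in these data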; also: 0% is about no effect
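Potentiation of an EC20 dopamine calcium response is measured in a force-coupled, tetracycline-inducible Hek293 Trex D2 line. Compound-only kinetic reads over 180 s flag agonists before dopamine addition.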
D1 ag – Allosteric Agonists of the Human D1 Dopamine Receptor: qHTS | D(1A) dopamine receptor (Homo sapiens), P21728 | HEK293 T-REx D1 cells, calcium flux, agonist mode | activation, % at 2 µM | 360,000 compounds, 1% hits; in the data active = activation above about 30%; also: 0% is about no effect
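Inducible HEK293 T-REx D1 cells, force-coupled to calcium signalling, were plated at 4000 cells/well with tetracycline and held overnight at 30 C. After no-wash calcium dye loading, compound-evoked calcium rise over 180 s flagged agonists.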
An asterisk follows results filed as active; u = inconclusive; x = not tested or not shown. Only part of the results is shown. The share of hits here may be higher or lower than overall.

Structure	TRHR PAM	D1 antagonist	D1 ag	RXFP1 antagonist	D2 antagonist	D2 ag	D2 potentiator	RXFP1 ag	D1 PAM
CCOc1ccccc1Nc1ccc2cc(S(=O)(=O)N3CCCCC3)ccc2n1	-4	12	2	4	x	-0.1	3	2.4%	-7
COc1ccccc1C/C(N)=N/OC(=O)c1cccc([N+](=O)[O-])c1C	1	3	-1	-22	5	-1.4	-1	2.2%	9
CCN(C(=O)COC(=O)c1c(NC(C)=O)sc(C)c1C)C1CCS(=O)(=O)C1 (stereo not given)	-2	-4	4	0	9	1.8	-3	-0.5%	-2
CC(C)NCCCCOc1ccccc1-c1ccccc1	-5	-25	20	x	x	x	x	2.4%	-6
CSc1ccccc1C(=O)N1CCN(S(=O)(=O)c2sc(C(=O)O)c(C)c2C(=O)O)CC1	10	4	0	2	-6	1.0	-8	2.3%	-3
Cc1ccc(NC(=O)CCC(=O)NNC(=O)c2ccccc2)c(C)c1	3	7	1	-6	-7	0.0	1	0.3%	0
Cc1ccccc1Nc1nc(N)nc(CSCc2c(C)noc2C)n1	-3	6	2	5	x	x	x	2.6%	-3
O=C(Cc1coc2cc3c(cc12)CCC3)OCc1cc(=O)n2c(n1)sc1ccccc12	-2	7	1	-15	-8	-1.9	15	2.4%	-4
O=C(NC1CCCCCC1)C1CCC(CNS(=O)(=O)c2ccc(Br)s2)CC1 (stereo not given)	-1	-6	2	-4	-5	-1.4	-11	6.0%	-4
Cc1nc2c(-c3ccccc3)cnn2c(N2CCOCC2)c1C	0	-14	2	-10	31*	-0.1	-9	3.8%	-4
O=C(Nc1ccccc1Cl)c1cc(=O)c2ccccc2o1	-12	3	1	-6	17	0.7	5	3.8%	4
COc1ccc(N2CCN(C(=O)c3ccc(OCC4CCCO4)cc3)CC2)cc1 (stereo not given)	-1	-2	4	-5	-1	0.3	-7	-0.3%	-4

(listing goes on)
Structure	TRHR PAM	D1 antagonist	D1 ag	RXFP1 antagonist	D2 antagonist	D2 ag	D2 potentiator	RXFP1 ag	D1 PAM
Cc1cc(C)n(/N=C/c2cccc(O)c2)c(=O)c1C(N)=O	5	-4	2	1	21	0.5	-6	0.0%	-1
O=[N+]([O-])c1ccc(C(c2sc3nc(-c4ccco4)nn3c2O)N2CCN(c3cccc(Cl)c3)CC2)cc1 (stereo not given)	17	x	-2	-22	x	0.8	-10	0.3%	0
Cc1onc(-c2ccccc2)c1C(=O)OCC(=O)N1CCN(c2ccccc2)CC1	-4	4	2	8	-8	-2.1	-12	0.8%	-2
CC(C)Cn1c(=O)c2ccccc2n2c(CCC(=O)Nc3ccc(F)c(F)c3)nnc12	12	-9	0	-12	x	0.2	2	-0.1%	-7
Cc1csc(=O)n1CCC(=O)OCC(=O)NNC(=O)c1ccccc1	-5	0	2	-4	1	0.1	1	-0.3%	2
c1csc(C2=NC(c3ccncc3)=Nc3ccccc3N2)c1	6	7	5	-13	x	0.2	8	-1.0%	2
Cc1cccc(C)c1NC(=O)Cn1cc(C(=O)C2CC2)c2ccccc21	6	8	-1	-12	x	0.6	-10	-2.0%	-1
CCOC(=O)CC(NS(=O)(=O)c1ccc(OC)c(OC)c1)c1cccc([N+](=O)[O-])c1 (stereo not given)	1	-6	2	9	1	0.9	-6	-0.1%	-2
CCCCOC(=O)c1ccc(O)cc1	-1	7	-4	25	7	0.0	6	-0.3%	-3
Cc1ccccc1C(=O)Nc1ccccc1-c1nnn(CC(=O)Nc2ccc3c(c2)OCCO3)n1	0	7	3	11	-3	0.0	12	7.1%	-4
FC(F)(F)c1nc2ccccc2n2c(-c3ccc(Cl)cc3)nnc12	4	6	0	-1	x	x	x	0.4%	1
C=C(C)COc1ccc(-c2n[nH]c(C)c2-c2ccccc2OC)c(O)c1	-6	-8	1	-13	20	0.0	-4	0.2%	-6

(more compounds)
Structure	TRHR PAM	D1 antagonist	D1 ag	RXFP1 antagonist	D2 antagonist	D2 ag	D2 potentiator	RXFP1 ag	D1 PAM
CC1(C)N=C(SCc2ccccc2Cl)c2ccccc2N1	-3	15	1	-9	x	0.0	7	3.6%	1
Cc1cccnc1NC(=S)NC(=O)/C=C/c1ccccc1	6	-5	-2	13	-19	-0.4	18	4.0%	-7
CCOc1ccc(S(=O)(=O)c2c(C(=O)c3ccccc3)cnc3cc4c(cc23)OCCO4)cc1	-3	-2	7	-14	15	1.1	2	0.3%	0
O=C(NCCCn1ccnc1)C1c2ccccc2Oc2ccccc21	-2	3	2	-4	x	x	2	-0.9%	-8
CCN(CC)S(=O)(=O)c1cccc(C(=O)OC2CCOC2=O)c1 (stereo not given)	3	-5	1	-13	-4	1.1	-1	2.8%	-6
CCOc1cc(NC(=S)NCC2CCCO2)c(OCC)cc1NC(=O)c1ccc(F)cc1 (stereo not given)	-15	14	2	-1	6	0.6	-4	-0.1%	2
OCCCc1cn(CC2CCCCC2)nn1	-2	3	-1	x	1	0.1	4	-1.5%	-1
COc1cccc(C2C(C(=O)c3cccs3)=C(O)C(=O)N2c2cc(C)on2)c1 (stereo not given)	-3	-4	0	-12	-2	-0.3	-3	u	-4
O=C(/C=C/c1cccc2ccccc12)NCCC1=CCCCC1	2	2	8	-5	-10	1.1	-18	0.7%	1
CC(C)(C)n1nnnc1C(c1cccs1)N1CCN(C(=O)c2ccco2)CC1 (stereo not given)	9	1	-1	-2	8	-0.2	-12	0.4%	0
CC(C)n1c(N2CCN(S(=O)(=O)c3cccc([N+](=O)[O-])c3)CC2)nc2ccccc21	-5	16	4	2	10	0.9	7	0.1%	-2
CCc1cccc(C)c1NC(=O)COC(=O)c1ccc2c(c1)S(=O)(=O)c1ccccc1C2=O	-1	6	3	-3	6	-0.3	7	0.8%	-1

Part of the list above, reformatted.
Every second line gives: TRHR PAM	D1 antagonist	D1 ag	RXFP1 antagonist	D2 antagonist	D2 ag	D2 potentiator	RXFP1 ag	D1 PAM
CCOc1ccccc1Nc1ccc2cc(S(=O)(=O)N3CCCCC3)ccc2n1
 : -4	12	2	4	x	-0.1	3	2.4%	-7
OCCCc1cn(CC2CCCCC2)nn1
 : -2	3	-1	x	1	0.1	4	-1.5%	-1
COc1ccccc1C/C(N)=N/OC(=O)c1cccc([N+](=O)[O-])c1C
 : 1	3	-1	-22	5	-1.4	-1	2.2%	9
COc1cccc(C2C(C(=O)c3cccs3)=C(O)C(=O)N2c2cc(C)on2)c1 (stereo not given)
 : -3	-4	0	-12	-2	-0.3	-3	u	-4
CSc1ccccc1C(=O)N1CCN(S(=O)(=O)c2sc(C(=O)O)c(C)c2C(=O)O)CC1
 : 10	4	0	2	-6	1.0	-8	2.3%	-3

(continued)
Structure	TRHR PAM	D1 antagonist	D1 ag	RXFP1 antagonist	D2 antagonist	D2 ag	D2 potentiator	RXFP1 ag	D1 PAM
O=C(O)c1sccc1Oc1ccc(NS(=O)(=O)c2cccc(F)c2)cc1	6	-5	0	15	9	0.5	3	-3.5%	9
Fc1cccc(CSc2nnc3c(n2)[nH]c2ccccc23)c1	0	12	2	-3	-7	0.0	15	0.0%	-6
Cc1c(Cl)c(C(=O)N2CCCc3ccccc32)nn1C	1	-3	1	1	-10	1.0	8	-0.1%	-6
O=c1c2c3nc4ccccc4nc3n(-c3ccc4c(c3)OCCO4)c2ncn1C1CCCC1	11	4	0	3	-11	0.5	2	0.9%	-2
CCn1cc(CNC(=O)CCc2nnc(CCC3CCCCC3)o2)cn1	8	5	1	8	-5	1.0	3	-0.3%	-2
N/C(=N\OC(=O)c1ccc(F)cc1)c1ccccc1	10	8	-2	-3	5	-0.6	-9	0.7%	-2
O=C(NCCS(=O)(=O)NCc1ccccc1)c1ccc2c(c1)OCO2	1	4	0	-3	6	0.1	-7	0.5%	-9
CCOc1ccc(OCCC(=O)N(CC(=O)Nc2ccccc2C(F)(F)F)Cc2ccco2)cc1	1	4	3	-5	2	0.0	1	-0.1%	-9
CC(=O)Nc1ccc(S(=O)(=O)NCC(=O)N2CCN(S(=O)(=O)c3cccs3)CC2)cc1	-3	-13	3	5	-1	0.5	10	-2.0%	1
Cc1nnc(SCC(=O)Nc2ccc(N3CCOCC3)cc2)o1	3	-12	1	-1	-12	0.7	8	-1.3%	-6
CC(=O)Nc1cccc(-n2nnc(SCC(=O)c3ccccc3)n2)c1	2	-7	3	-4	2	1.0	4	0.3%	-6
CC(C)OC(=O)c1cc(C(=O)c2cc(F)ccc2O)coc1=N	-2	-3	12	-4	-5	0.5	-1	2.2%	-2

New compounds follow
Structure	TRHR PAM	D1 antagonist	D1 ag	RXFP1 antagonist	D2 antagonist	D2 ag	D2 potentiator	RXFP1 ag	D1 PAM
Cc1ccc(C(=O)NNC(=O)c2ccccc2OCc2c(C)noc2C)cc1	-1	-2	1	-3	5	-0.4	16	0.6%	-4
COc1cc(OC)c(-c2nc3c[n+](CC(=O)c4ccccc4)ccc3n2C)cc1OC	-2	7	0	-6	-8	0.5	9	-0.9%	-5
CNS(=O)(=O)c1ccc(NC(=O)c2ccccn2)cc1	12	-4	2	1	-11	0.2	0	-1.3%	0
Cc1ccc(N2C(=O)CC(C)(C)CC2=O)cc1Cl	-3	-10	3	2	-18	-1.2	10	-1.0%	-3
COC(=O)Cc1ccc(NC(=O)c2ccc(C)c(C)c2)cc1	-5	5	-1	-14	11	-1.1	-6	0.1%	-9
Cc1cccc(NS(=O)(=O)c2csc(C(N)=O)c2)c1	-1	-8	2	-6	-1	0.6	-6	-3.1%	0
COc1ccc(CN(C(=O)CNC(=O)c2ccco2)C(C(=O)NCC2CCCO2)c2ccccc2)cc1 (stereo not given)	4	8	5	8	19	-0.1	-8	-2.9%	-5
O=S(=O)(NCC1OCCc2ccccc21)c1ccccc1 (stereo not given)	0	-2	0	-4	11	0.4	-15	2.1%	-2
CCOc1ccc(N2C(=O)C3CCCN3C2=S)cc1 (stereo not given)	-1	-2	0	1	-6	0.1	-6	3.6%	-11
O=C(NCCc1ccccc1)C1CCN(C(=O)NCc2ccccc2)CC1	-1	2	-2	-3	4	-0.5	-2	0.0%	-5
Cc1c(CC(=O)N2CCN(C(=O)C3COc4ccccc4O3)CC2)c(=O)oc2cc(O)ccc12 (stereo not given)	2	1	1	0	1	0.3	-1	7.3%	-2
